Assay outcomes as filed in PubChem.
GPR151 ag: activators of human GPR151, primary screen, cell-based, PathHunter beta-arrestin, luminescence; G-protein coupled receptor 151 (Homo sapiens), Q8TDV0; PathHunter beta-arrestin GPR151 cells; activation, % at 11.2 µM; 1% of 650,000 active; AID 1508602, 2020; in the data active means activation above about 4.9%;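 further: 0% = median of compound wells and 100% = cells with positive control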
Target sequence (Q8TDV0 whole entry, looked up): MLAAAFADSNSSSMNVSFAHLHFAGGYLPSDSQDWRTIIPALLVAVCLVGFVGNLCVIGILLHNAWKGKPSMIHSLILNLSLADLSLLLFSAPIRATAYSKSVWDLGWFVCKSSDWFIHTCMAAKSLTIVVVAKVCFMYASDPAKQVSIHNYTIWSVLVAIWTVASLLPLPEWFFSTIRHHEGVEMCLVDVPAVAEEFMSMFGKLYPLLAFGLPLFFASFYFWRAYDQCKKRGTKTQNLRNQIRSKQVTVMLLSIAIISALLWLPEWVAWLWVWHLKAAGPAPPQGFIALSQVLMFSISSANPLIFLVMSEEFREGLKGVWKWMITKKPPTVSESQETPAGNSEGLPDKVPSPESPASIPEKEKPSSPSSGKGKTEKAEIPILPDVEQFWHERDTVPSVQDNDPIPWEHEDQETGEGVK
MITF inh: MITF inhibitors, primary screen, biochemical, AlphaScreen, human; AID 1259374, 2018; inhibition, % at 2.6 µM; 0.91% of 650,000 active; Microphthalmia-associated transcription factor (Homo sapiens), O75030; AlphaScreen MITF homodimerization, bead proximity signal; in the data active means inhibition above about 50%;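 further: 0% = vehicle wells with protein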
Target sequence (O75030 whole entry, looked up): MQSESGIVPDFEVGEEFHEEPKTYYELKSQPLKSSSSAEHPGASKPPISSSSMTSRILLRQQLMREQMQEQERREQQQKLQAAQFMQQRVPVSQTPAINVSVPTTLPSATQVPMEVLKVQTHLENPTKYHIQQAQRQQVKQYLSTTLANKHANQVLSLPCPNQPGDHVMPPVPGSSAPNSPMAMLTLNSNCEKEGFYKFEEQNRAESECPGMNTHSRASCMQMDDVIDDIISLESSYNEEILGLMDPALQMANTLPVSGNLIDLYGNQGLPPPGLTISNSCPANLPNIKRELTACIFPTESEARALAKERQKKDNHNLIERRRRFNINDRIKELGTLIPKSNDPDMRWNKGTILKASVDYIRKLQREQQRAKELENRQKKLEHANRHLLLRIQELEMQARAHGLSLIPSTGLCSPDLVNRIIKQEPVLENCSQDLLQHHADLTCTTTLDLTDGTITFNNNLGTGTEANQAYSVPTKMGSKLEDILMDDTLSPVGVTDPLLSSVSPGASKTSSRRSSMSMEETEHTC
FBW7 act: FBW7 E3 ligase activators, primary screen, biochemical, AlphaScreen, human; 0.13% of 650,000 active; normalized activity (activation), % at 26.1 µM; F-box/WD repeat-containing protein 7 (Homo sapiens), Q969H0; AID 1259310, 2017; AlphaScreen FBW7–phospho-cyclin E peptide binding, activator screen; in the data active means normalized activity above about 1.9%;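 further: purified mutant Fbw7 with reduced substrate affinity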
TEAD-YAP inh: TEAD-YAP interaction inhibition, primary screen, TEAD-YAP interaction inhibitor project, luminescence, HEK-TIYL cells; TEAD-Gal4/YAP UAS-luciferase luminescence; inhibition, % at 9.12 µM; 1.4% of 640,000 active; AID 1259422, 2018; in the data active means inhibition above about 32%;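 further: 0% = median of test compound wells and 100% = reference inhibitor wells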
The depositor's hits bear a star; & = joins results of further samples.

Start of the data: the first seven records as a preview:
SMILES	GPR151 ag	MITF inh	FBW7 act	TEAD-YAP inh
COC(=O)C1=C(N)OC2=C(C(=O)CC(c3ccccc3)C2)C1c1cc(OC)ccc1OC (configuration not stated)	-0.3	-3.6	-0.1	2.0
O=C(c1oc(=O)c2ccccc2c1-c1ccccc1)N1CCOCC1	2.0	16.1	0.9	-1.7
CN(C)C(CNC(=O)Nc1ccc(Cl)c(Cl)c1)c1cccnc1 (configuration not stated)	0.4	-1.0	-0.2	-3.5
Cc1ccc(C)c(NC(=O)Nc2ccc(Nc3nc(C)cc(N4CCOCC4)n3)cc2)c1	-0.7	9.6	-0.1	-19.3
COc1ccc(S(=O)(=O)N2CC(C(=O)O)Oc3ccc(CC(=O)O)cc32)cc1 (configuration not stated)	-0.7	-15.8	-0.1	3.0
COCCNC(=O)C(CC(C)C)OC(=O)c1nsc(Cl)c1Cl (configuration not stated)	3.0	0.7	-0.3	-7.2
CCN(CC)S(=O)(=O)c1ccc(-c2nnc(SCC(=O)NC3CCCC3)o2)cc1	-1.0	-5.4	-0.1	-2.5

The list itself, from the first entry:
SMILES	GPR151 ag	MITF inh	FBW7 act	TEAD-YAP inh
COC(=O)C1=C(N)OC2=C(C(=O)CC(c3ccccc3)C2)C1c1cc(OC)ccc1OC (configuration not stated)	-0.3	-3.6	-0.1	2.0
O=C(c1oc(=O)c2ccccc2c1-c1ccccc1)N1CCOCC1	2.0	16.1	0.9	-1.7
CN(C)C(CNC(=O)Nc1ccc(Cl)c(Cl)c1)c1cccnc1 (configuration not stated)	0.4	-1.0	-0.2	-3.5
Cc1ccc(C)c(NC(=O)Nc2ccc(Nc3nc(C)cc(N4CCOCC4)n3)cc2)c1	-0.7	9.6	-0.1	-19.3
COc1ccc(S(=O)(=O)N2CC(C(=O)O)Oc3ccc(CC(=O)O)cc32)cc1 (configuration not stated)	-0.7	-15.8	-0.1	3.0
COCCNC(=O)C(CC(C)C)OC(=O)c1nsc(Cl)c1Cl (configuration not stated)	3.0	0.7	-0.3	-7.2
CCN(CC)S(=O)(=O)c1ccc(-c2nnc(SCC(=O)NC3CCCC3)o2)cc1	-1.0	-5.4	-0.1	-2.5
Cc1cc(C)c2c(N)c(C(=O)Nc3cccc(C(F)(F)F)c3)sc2n1	1.6	1.8	0.2	-41.1
CCCCC(CC)CNC(=O)C(=O)C1C(=O)Nc2ccccc21 (configuration not stated)	2.4	-3.6	0.0	-4.6
NC(=O)C(=O)Nc1ccccc1Cl	-0.5	-3.1	-0.2	-9.7
O=C1N/C(=C\c2ccccc2OCc2ccc(F)cc2)C(=O)N1Cc1ccc(Cl)cc1	-0.8	0.7	0.0	1.4
CCOCCCNCc1c(C(=O)O)c(C)n(Cc2ccccc2C)c1C	0.9	11.2	-0.1	3.8
CC(=O)C(C(C)=O)c1ccc(NS(=O)(=O)c2ccc(C)cc2)cc1O	0.6	6.0	0.2	16.7
CC(=O)N/N=C/c1cc(Br)ccc1OCc1ccccc1	0.9	4.1	0.0	-3.2
CCOC(=O)Cc1csc(N/N=C\c2ccco2)n1	-0.4	14.5	0.4	-20.4
COc1ccc(-c2cc(C(=O)NCc3ccccc3)ccn2)cn1	-1.9	-3.6	0.1	-17.4
CCCCCOc1ccc(C(=O)Nc2cccc(NC(=O)c3ccc(OCCCCC)cc3)n2)cc1	-0.4	-9.7	-0.1	8.4
O=C(CN(c1cccc([N+](=O)[O-])c1)S(=O)(=O)c1ccccc1)N1CCc2ccccc2C1	-0.4	0.9	-0.4	10.9
COC(=O)c1cc(CNC(=O)C2Cc3ccccc3O2)cc(NC(=O)Cc2ccccc2)c1 (configuration not stated)	0.4	4.5	-0.1	1.6
COc1ccc(C2(O)CCN(CC(=O)Nc3nccs3)CC2)c(OC)c1	-1.0	15.2	0.4	1.9
COc1cc(/C=c2\sc3ncnn3c2=O)ccc1OCC(C)C	-0.2	13.4	0.6	-0.6
CCOCCCNC1CCCN(c2nc(C)c3ccc(C)cc3n2)CC1 (configuration not stated)	-1.6	5.1	0.0	-1.1
CC(=O)Nc1ccc(Nc2nc(-c3c(C)nn(C)c3C)nc3c2ncn3CCN2CCCC2=O)cc1	1.8	3.3	0.0	-5.7
COc1ccccc1OCCSc1nc2ccccc2s1	-0.5	-12.4	0.4	-56.2
CCC(C)NS(=O)(=O)c1cc(C(=O)Nc2cccc(C)c2)ccc1F (configuration not stated)	-6.6	16.3	0.9	-3.5
CC(C)(C)c1ccc(Oc2ccc(C(F)(F)F)cc2NC(=O)c2ccccc2)cc1	-1.6	10.6	0.3	10.0
Cc1cccc(C2=N/C(=C\c3ccccc3)C(=O)O2)c1	-0.2	8.4	0.2	0.1
COCCCN1C(=O)/C(=C\c2ccc(O)cc2)C(C(=O)OC)=C1C	-1.4	-5.8	-0.1	12.6
C=CCN(CC=C)C(=O)c1cc(OCC)c(OCC)c(OCC)c1	0.1	-5.5	0.2	4.5
Cc1ccc(S(=O)(=O)NCC(=O)OCc2ccc(C#N)cc2)cc1	0.6	-9.6	0.1	3.6
COc1ccc(C(=O)Nc2cc(C(=O)Nc3cc(Cl)c(OC)cc3OC)ccc2N2CC3CC(C2)c2cccc(=O)n2C3)cc1 (configuration not stated)	0.7	-9.2	-0.1	-4.0
Cc1c(Cl)cccc1NC(=O)CC1CCCCN1S(=O)(=O)c1cccs1 (configuration not stated)	2.3	-4.0	0.2	-3.7
COCCOC(=O)c1c(C)oc2c1cc(NS(=O)(=O)c1cccc([N+](=O)[O-])c1)c1ccccc12	0.1	2.8	0.2	4.6
CCOC(=O)c1sc(N2C(=O)C(=O)/C(=C(/O)c3ccc(F)cc3)C2c2cccc(Oc3ccccc3)c2)nc1C (configuration not stated)	-0.8	10.9	0.4	3.6
COc1ccc(NC(=O)Cn2cnc3c2c(=O)n(C)c(=O)n3C)cc1	0.8	9.3	0.2	2.5
O=C1NC(=O)c2cc(Br)cc3cccc1c23	-1.5	-12.5	0.3	5.1
Cc1ccc(NC(=O)/C(=C/C=C/c2ccccc2)NC(=O)c2ccccc2)cc1	0.5	11.3	-0.1	-4.8
CC(=O)c1cccc(NC(=O)CSC2=C(C#N)C(c3ccccc3C(F)(F)F)C3=C(CCCC3=O)N2)c1 (configuration not stated)	-0.6	14.6	0.5	6.7
O=C(NCCc1ccccc1)c1ncn[nH]1	-0.3	-11.2	0.1	-6.4
COCCCNC(=O)CSc1nc2cc(OC)c(OC)cc2c2nc(C)nn12	-1.0	-4.4	-0.4	-16.1
CCOC(=O)c1c(NC(=O)c2ccc([N+](=O)[O-])c(C)c2)sc(C(C)=O)c1C	2.1	6.0	0.1	1.7
O=C(CCCC(=O)N(CC(=O)NC1CCCCC1)C1CCCC1)Nc1ccccn1	0.1	4.5	-0.1	12.2
CN1CCN(C(=O)c2ccc(-c3cncc(C(=O)NCc4cccc(C(F)(F)F)c4)c3)cc2)CC1	-1.0	-5.1	0.0	7.3
CCCC(c1nnnn1C1CCCC1)N1CCN(C2CCCC2)CC1 (configuration not stated)	-0.3	12.2	0.1	-3.5
CCOC(=O)C1=C(C)NC(=O)NC1c1cc(Br)cc(Br)c1O (configuration not stated)	4.3	18.9	-0.1	-4.6
CC1CCc2cc(F)ccc2N1C(=O)c1cc(S(=O)(=O)N2CCCC2)cn1C (configuration not stated)	3.6	-0.4	0.6	0.5
N=c1n(Cc2ccccc2)c2ccccc2n1CC(O)c1ccccc1 (configuration not stated)	-1.3	29.9	0.9	-1.9
CC1CC(C)CN(C(=O)NCc2noc3ccccc23)C1 (configuration not stated)	-0.5	6.9	-0.1	0.1
Cn1c(NC(=O)C2CC2)cc(=O)n(C)c1=O	-0.3	-16.5	0.0	4.4
NC(=O)c1cc2cc(Cl)ccc2oc1=NCc1ccccc1	0.1&1.2	17.4&12.8	0.1&0.0	8.1&5.9
COc1ccc(-c2cc(NCc3ccccc3)nc(N)n2)cc1	0.1	-0.2	0.0	-45.7
O=c1[nH]nc2n1-c1ccccc1SC2	1.2	2.7	-0.3	1.5
Nc1c(C=C2C=CC(=O)C=C2)c(=O)nc2sc(-c3ccccc3)nn12	-1.3	-7.3	0.0	-1.2
Cc1nc(Nc2ccc(Cl)c(Cl)c2)nc(Nc2ccc(Cl)c(Cl)c2)c1[N+](=O)[O-]	0.4	9.0	0.3	8.6
COC(=O)c1ccccc1NC(=O)C1CC2CCCN2C12C(=O)Nc1ccccc12 (configuration not stated)	-0.4	-0.7	0.0	-5.8
COc1ccc(S(=O)(=O)NC(C(C)C)C(C)C)cc1I	3.3	-0.8	0.1	-1.6
O=C(NC(=S)Nc1ccc(Br)cn1)c1ccc(F)cc1	1.4	10.1	0.0	-22.9
CC(NC(=S)Nc1ccc(S(N)(=O)=O)cc1)c1ccc2c(c1)OCO2 (configuration not stated)	0.9	14.7	-0.1	1.9
Cc1ccc(NC(=O)c2cc(S(=O)(=O)NCc3ccccc3)ccc2F)cc1F	0.0	7.8	-0.1	0.7
CCN(c1ccccc1)S(=O)(=O)c1cc(C(=O)Nc2cccc(Cl)c2)ccc1F	-1.6	13.1	0.2	-2.1

Continued:
SMILES	GPR151 ag	MITF inh	FBW7 act	TEAD-YAP inh
O=C(NC(C(=O)Nc1ccc(Br)cc1)C12CC3CC(CC(C3)C1)C2)c1ccccc1 (configuration not stated)	2.4	2.8	0.0	4.5
COC(=O)c1ccccc1NC(=O)C(F)(F)F	-0.1	8.8	-0.1	5.7
CCOc1ccccc1N1CCN(C(=O)C2CCN(Cc3cccs3)CC2)CC1	0.7	50.7*	-0.2	3.0
CCCN(CCO)c1cc(C)c2ccc(Cl)cc2n1	2.0	-1.5	0.1	-5.4
CCCOc1c(Cl)cc(C#N)cc1OC	0.0	18.1	0.8	-4.4
COc1ccccc1CNC(=O)CCCCCn1c(=S)[nH]c2ccccc2c1=O	0.2	-6.3	0.0	-3.9
COc1ccc(C2/C(=C(\O)c3ccccc3)C(=O)C(=O)N2c2ccc(Br)cn2)cc1 (configuration not stated)	-0.8	-0.5	0.1	-37.0
Cc1ccc(Cn2nnc3c(SCC(=O)NCc4ccc(F)cc4)ncnc32)cc1	-1.1	7.6	-0.1	1.7
CCOC(=O)C(C)n1ncc2c3sc(C)cc3n(C)c2c1=O (configuration not stated)	-0.6	2.2	0.0	-26.4
COc1ccc(-c2cc(C3CC3)nc(SCC(=O)c3ccc(Cl)cc3)c2C#N)cc1	0.9	-5.2	0.0	-3.8
CN1CCN(C(=O)c2ccc(-c3nc(C(=O)NCCOc4ccccc4)cs3)cc2)CC1	-0.5	-5.7	0.1	11.0
C=CCOc1ccc(/C=C2/C=C(c3ccc(F)cc3)OC2=O)cc1	1.3	-8.1	-0.2	1.4
Nc1nonc1C(=O)NCCNC(=O)c1ccc(Cl)c(Cl)c1	2.0	12.9	0.1	-4.9
CCC1SC(=Nc2ccc(C)cc2)NC1=O (configuration not stated)	-0.7	6.7	0.6	-3.5
OCCC1CN(Cc2ccncc2)CCN1Cc1ccc(F)cc1 (configuration not stated)	2.3	-3.5	0.1	-10.9
O=C(O)CCN1C(=O)C(=O)/C(=C(\O)c2ccc(Cl)cc2)C1c1ccc(Cl)cc1 (configuration not stated)	0.2	0.0	-0.1	10.9
CCOC(=O)c1ccc(N2N=C(C)/C(=C\c3cccn3-c3ccc([N+](=O)[O-])cc3)C2=O)cc1	0.3	2.0	-0.1	3.4
O=[N+]([O-])c1c(NCCCO)cc(SCc2ccco2)c2nonc12	-1.7	-4.9	-0.4	-0.3
CN1c2ncccc2C(=O)NC12CCN(C(=O)C1CCCO1)CC2 (configuration not stated)	-0.3	-7.8	0.3	-9.3
CC(C)c1ccc(NC(=O)c2cccc(NC(=O)C(C)(C)C)c2)cc1	-1.1	1.8	0.1	-62.4
Cc1nn(C)cc1CN1CCN(CCCc2ccccc2)C(CCO)C1 (configuration not stated)	0.3	12.6	0.0	-9.8
CCC(=O)N1CCN(CCN=CC2=C(O)CC(c3ccc(Cl)cc3)CC2=O)CC1 (configuration not stated)	-0.7&-1.2	7.0&2.7	1.5&0.0	-5.8&1.6
COC(=O)c1nnn(CC(=O)Nc2c(C)cccc2C)c1N	-0.3	-3.2	0.0	4.4
CC(C)c1ccc(/C=C2\SC(=S)N(CC(=O)O)C2=O)cc1	2.0	13.5	0.5	7.7
CC(=O)N1CCN(C2=NC(=O)/C(=C/c3ccccc3OCc3ccccc3)S2)CC1	-1.1	13.0	0.3	3.9
CN(Cc1ccc(C(=O)NCC2COc3ccccc3O2)c(=O)[nH]1)Cc1cccs1 (configuration not stated)	-1.0	9.9	0.5	-5.4
Cc1cc(I)ccc1NC(=O)COc1ccc(Cl)cc1	0.1	1.3	-0.1	-2.8
CC(=O)N1CCC(Oc2cccc(-c3ccccc3CN(C)C)c2)CC1	2.9	14.1	0.0	8.2
COc1cccc(-c2cnn3c(NCc4cc(OC)c(OC)c(OC)c4)ccnc23)c1	0.0	11.6	0.1	10.1
COc1ccc(OCCC(=O)NNC(=O)CC23CC4CC(CC(C4)C2)C3)cc1	1.7	-2.3	-0.2	1.9
COc1ccc(CN(C(=O)Nc2ccccc2)C2CCS(=O)(=O)C2)cc1 (configuration not stated)	-1.3	11.2	0.6	-0.1
CC(C)N(CCNc1cc(-c2ccc(N3CCN(C)CC3)cc2)nc(N)n1)C(C)C	2.1	-4.1	-0.1	1.7
CCC(C)NC(=O)C1COc2ccccc2O1 (configuration not stated)	1.4	-2.6	0.0	7.7
O=C(O)CC1C(=O)NCCN1Cc1ccccc1 (configuration not stated)	-0.3	15.5	0.1	-22.0
